TCR CD3 inh: inhibitors of human TCR-CD3 interaction, primary screen, biochemical, fluorescence, TAMRA-labeled TCR probe; T-cell receptor (TCR); inhibition, % at 9.4 µM; hit rate 0.37% among 360,000; in the data active means inhibition above about 19%;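 further: recombinant mutant TCR 2C K166C tagged with TAMRA read by polarization; 0% = receptor in buffer alone and 100% = receptor with positive control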
LEDGF integ inh: blockers of LEDGF/p75-dependent integrase strand transfer – biochemical, TR-FRET, high throughput, primary screen. TR-FRET IN-LEDGF/p75 DNA integration, Eu/Cy5. inhibition, % at 3.7 µM. hit rate 0.64% among 370,000. AID 743269, 2014;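 active means inhibition above the screen-wide mean plus 3 SD, cut at about 13% in these data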;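 further: signal is the Cy5 over europium emission ratio at 671 and 618 nm; 0% = plate median of compound wells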
PG9 binder: binders of HIV-1 gp120 antibody PG9, primary screen, biochemical, TR-FRET; HIV-1 gp120 / PG9 antibody interaction; TR-FRET gp120-PG9 antibody binding; inhibition, % at 6.7 µM; hit rate 0.43% among 360,000; in the data active means inhibition above about 8.5%
Tn7 DDE FP: inhibitors of Tn7 peptide binding to fibrin DD(E), primary screen, biochemical, fluorescence polarization, human fibrin, Tn7 probe; hit rate 0.13% among 370,000; FP displacement of FITC-Tn7 peptide from fibrin DD(E); 0% = median of compound wells per plate; inhibition, % at 8.3 µM; Fibrinogen beta chain (Homo sapiens), P02675;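 active means inhibition above the mean of compounds falling within the control limits plus 3 SD of them, cut at about 14% in these data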;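 further: 0% = plate median of compound wells and 100% = 10 µM Aha-Tn7 peptide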
Target sequence (P02675 whole entry, looked up): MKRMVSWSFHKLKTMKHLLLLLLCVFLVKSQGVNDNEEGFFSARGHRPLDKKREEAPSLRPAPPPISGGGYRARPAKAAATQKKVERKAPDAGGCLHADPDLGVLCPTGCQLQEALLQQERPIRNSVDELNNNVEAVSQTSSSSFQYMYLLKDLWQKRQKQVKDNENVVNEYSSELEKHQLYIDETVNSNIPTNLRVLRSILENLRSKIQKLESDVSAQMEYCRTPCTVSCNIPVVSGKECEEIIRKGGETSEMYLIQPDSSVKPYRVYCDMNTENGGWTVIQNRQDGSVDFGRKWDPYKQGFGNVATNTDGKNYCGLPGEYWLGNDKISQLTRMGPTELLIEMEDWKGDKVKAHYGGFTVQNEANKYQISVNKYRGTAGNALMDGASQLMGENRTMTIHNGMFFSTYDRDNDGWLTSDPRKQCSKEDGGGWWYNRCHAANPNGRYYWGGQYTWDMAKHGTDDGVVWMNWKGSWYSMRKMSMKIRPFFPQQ
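Assay system: human fibrin DD(E). Input: DD(E) 2 µM final. Medium: Tris buffer with calcium and detergent, pH 7.8. Compound dosing: single point at 8.3 µM. Timing: 10 min plus 3 h, room temperature. Technique: fluorescence polarization of the labelled Tn7 tracer. Read-out: percent inhibition. Replicates: singlicate testing.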
UHRF1 binding: UHRF1 methylated DNA binding inhibitors, primary screen, counter-screen for MBD2 inhibitor project, biochemical, TR-FRET, human UHRF1, single concentration | inhibition, % at 4.4 µM | hit rate 0.75% among 370,000 | UHRF1 binding to methylated oligo; in the data active means inhibition above about 21%;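 further: UHRF1 SRA domain binding a hemimethylated CpG hairpin DNA probe; 0% = median of test compound wells and 100% = reference inhibitor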
PRMT1 FP inh: PRMT1 methyltransferase inhibitors, primary screen, biochemical, fluorescence polarization. inhibition, % at 2.79 µM. recombinant PRMT1, activity-based probe fluorescence polarization. Protein arginine N-methyltransferase 1 (Homo sapiens), Q99873. hit rate 1.3% among 370,000;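 active means inhibition above about 21% made by adding two undisclosed values, limit read from the data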
HTRA1 inh: HTRA1 serine protease inhibitors, primary screen, biochemical, fluorescence polarization, HTS; recombinant HTRA1, FP-rhodamine activity-based probe; hit rate 0.5% among 340,000; inhibition, % at 5.96 µM; Q92743; in the data active means inhibition above about 36%;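 further: 0% = enzyme with DMSO and 100% = wells lacking enzyme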
TDP2 absorb: human TDP2 enzyme inhibitors, primary screen, biochemical, epi absorbance, recombinant enzyme | Tyrosyl-DNA phosphodiesterase 2 (Homo sapiens), O95551 | T5PNP hydrolysis, p-nitrophenol absorbance 415 nm | inhibition, % at 12.8 µM | hit rate 0.34% among 370,000 | AID 720702, 2013;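 active means inhibition above the mean of all tested compounds plus 3 SD, set per campaign, cut at about 25% in these data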;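 further: 0% = DMSO with enzyme and 100% = buffer with substrate but no TDP2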
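Assay system: Recombinant human TDP2 | Quantity: 120 nM TDP2 per well | Incubation: 2 h at 37 °C | Signal: Epi absorbance | Evaluation: Percent inhibition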
SIAE inh: human SIAE inhibitors, primary screen, biochemical, fluorescence polarization, FP-Rh probe, 1536-well HTS; SIAE FP-Rh probe binding; inhibition, % at 9.66 µM; Sialate O-acetylesterase (Homo sapiens), Q9HAT2; AID 1053197, 2014; hit rate 0.69% among 370,000;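 active means inhibition above a cutoff: mean of compounds within the control limits plus 3 SD of those, cut at about 17% in these data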;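 further: 0% = plate median of compound wells and 100% = probe without SIAE protein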
mABHD4 FP: ABHD4 inhibitors, primary screen, biochemical, fluorescence polarization, mouse. (Lyso)-N-acylphosphatidylethanolamine lipase (Mus musculus), Q8VD66. inhibition, % at 8.92 µM. purified mABHD4, FP-Rh probe fluorescence polarization. AID 720543, 2013. hit rate 0.54% among 370,000;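 active means inhibition exceeding the mean over every tested compound plus 3 SD, cut at about 30% in these data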;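 further: 0% = plate median of compound wells and 100% = S159A mutant with DMSO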
Target sequence (Q8VD66 whole entry, looked up): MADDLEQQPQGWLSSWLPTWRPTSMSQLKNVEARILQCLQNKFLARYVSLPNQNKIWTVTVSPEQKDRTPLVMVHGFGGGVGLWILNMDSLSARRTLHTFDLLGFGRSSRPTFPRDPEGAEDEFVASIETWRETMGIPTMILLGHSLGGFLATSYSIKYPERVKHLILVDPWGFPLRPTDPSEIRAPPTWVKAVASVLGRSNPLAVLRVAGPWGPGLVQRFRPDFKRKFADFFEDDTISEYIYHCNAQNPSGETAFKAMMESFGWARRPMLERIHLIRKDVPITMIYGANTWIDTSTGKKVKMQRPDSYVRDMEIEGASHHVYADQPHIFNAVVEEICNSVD
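System: mouse ABHD4 enzyme, wild type / Medium: HEPES pH 7.0, NaCl, Pluronic buffer / Reagent: FP-Rh activity-based fluorescent probe / Control set: S159A mutant high control, sample median low control / Detection: fluorescence polarization with parallel and perpendicular emission, 525/598 nm / Schedule: 45 min + 60 min at 25 °C / Compound dosing: 8.92 µM, single dose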
The depositor's hits bear a star; nt = not tested or not shown; & = joins results of further samples.

SMILES	TCR CD3 inh	LEDGF integ inh	PG9 binder	Tn7 DDE FP	UHRF1 binding	PRMT1 FP inh	HTRA1 inh	TDP2 absorb	SIAE inh	mABHD4 FP
CCCc1cc(C(=O)OC)c(NC(=O)CCCC(=O)O)s1	2	4	-3.2	-5	-3	-3	2	-15	-2	5
C/C(N)=C(/C#N)C(=O)CSc1nnc(-c2ccc(OC(F)F)cc2)o1	3&0	-2&1	1.3&-0.2	0&3	-2&-3	0&-1	5&3	0&0	5&-1	-1&3
Nn1c(SCC(=O)Nc2ccc(S(=O)(=O)N3CCCC3)cc2)nnc1C(F)(F)F	-4	-1	-3.1	9	-2	1	-2	-9	17*	-3
Cc1cc(NC(=O)Cn2c(=O)oc3ccccc32)no1	6	2	-0.4	1	0	2	-2	-3	1	-1
COc1ccccc1NC(=O)CCS(=O)(=O)c1cc2c(cc1Cl)NC(=O)CO2	-4	2	0.1	2	1	3	2	15	5	6
COC(=O)Cn1c(=NC(=O)C2COc3ccccc3O2)sc2cc(S(N)(=O)=O)ccc21 (configuration not stated)	5	0	0.4	2	-2	-1	1	7	-2	-4
COC(=O)c1ccc(NCc2c(O)ccc(O)c2Br)cc1Cl	-2	15*	0.7	6	-1	82*	-14	-22	12	31*
COc1ccc(CCNC(=O)c2nnn(CC(=O)Nc3ccccc3C)c2N)cc1OC	8	-2	-1.4	1	-2	-1	-6	-14	-2	2
O=C(Nc1ccc(O)c(-c2nc3ccccc3s2)c1)c1cccs1	1	3	36*	6	1	1	-17	-1	6	-1
COc1ccccc1NC(=O)CSc1nc(=O)n(CCN(C)C)c2c1CCCC2	3	0	-1.2	-9	1	1	-7	0	1	3
O=C(NCc1ccncc1)C(=O)Nc1nc(C23CC4CC(CC(C4)C2)C3)cs1	0	7	-4.4	-6	3	-3	-13	-15	7	6
O=C(NCCc1ccc(F)cc1)C1CCCCC1	-2	0	-2.3	-1	0	4	1	6	0	-4
COc1ccc(S(=O)(=O)NCC2CCC(C(=O)NCc3ccc(F)cc3)CC2)cc1 (configuration not stated)	2	-4	0.1	0	-2	-1	-7	0	7	1
O=C(NCc1cccnc1)c1cc(C2CCCCN2C(=O)c2ccc(Cl)cc2)on1 (configuration not stated)	-2	6	-0.5	5	-1	-2	nt	-3	7	-7
O=C(Nc1ccc(N2CCOCC2)cc1)c1cccc2c(Br)cccc12	5	2	0.1	-1	1	-1	1	3	-1	-2
FC(F)(F)c1ccccc1NC(=S)N/N=C1\CC2CC=CC12 (configuration not stated)	-1	3	-2.1	-2	0	1	-3	-8	4	5
CCC(=O)c1c[nH]c(C(=O)NCc2cccnc2)c1	0	-1	2.0	5	8	3	13	5	2	-2
CC(C)(C)N(Cc1ccccc1)C(=O)c1cc2ccccc2o1	-4	-1	-2.3	1	2	3	-18	-2	3	-4
COc1ccc(NC(=O)COc2ccc(-c3nn(C)c(=O)c4ccccc34)cc2)cc1	-2	-3	-0.1	8	-4	-2	-3	1	12	3
COc1ccc(NC(=O)COC(=O)CC2Sc3ccccc3NC2=O)cc1 (configuration not stated)	-2	0	0.7	15*	-5	0	-6	0	2	-2
CN1C(=O)c2ccc(C(=O)Nc3ccccc3O)cc2C1=O	2	2	0.3	3	0	-2	1	10	5	0
Cc1ccc(C)c(N2CCN(C(=O)CCc3nc(-c4ccc(Br)cc4)no3)CC2)c1	-7	1	0.2	-10	2	-1	-14	0	3	-3
O=C(OCc1cnc(Cl)s1)c1ccc(Cl)cc1	2	-2	0.1	-7	0	-2	-2	-4	4	-7
Cc1cccc(Oc2nc(-c3ccccn3)nc3ccccc23)c1	-10	-4	-2.3	-3	-6	-5	-4	-3	11	-1
Cc1c(C(=O)N2CCc3ccccc3C2)oc2ccc(S(=O)(=O)N3CC(C)CC(C)C3)cc12 (configuration not stated)	-4	1	0.0	-11	7	-4	-12	-11	-6	-14
C/C(=N\NC(=O)c1ccc(F)cc1)c1ccccn1	-5	5	-0.3	-3	1	-1	7	-11	-1	3
O=C(c1ccco1)N1CCN(C(=O)c2ccccc2OCc2ccccc2)CC1	-10	6	-0.3	-4	1	-5	3	-18	0	-4
CCCCN(CCCC)/C(N)=N/c1nc(C)cc(C)n1	-1	-4	-0.9	-5	2	4	4	14	0	5
CC[C@]12c3[nH]c4ccc(OC)cc4c3CCN1C(=O)C(CC(=O)NCCCN(C)C)C[C@@H]2C(=O)N1CCN(C(=O)c2ccco2)CC1 (some centres not stated)	-12	5	-0.9	-3	4	-3	0	-9	3	-1
COc1ccc(OC)c(NC(=O)c2ccccc2N(Cc2ccccc2)S(C)(=O)=O)c1	10	6	-0.2	-1	12	-2	-7	-4	5	4
Cc1ccc(N(CC(=O)N/N=C/c2cc(C)n(-c3ccccc3)c2C)S(C)(=O)=O)c(C)c1	-4	-1	0.0	4	-3	5	-2	5	14	10
COc1ccc(NS(=O)(=O)c2ccc(OCC(=O)N3CCOCC3)cc2)cc1Cl	-6	-8	1.4	8	2	1	-2	-11	-4	-2
COc1ccccc1NC(=O)c1c(O)c2ccccc2[nH]c1=O	2	0	-1.6	-4	1	-2	0	8	2	-3
CCCc1cc(=O)oc2cc(C)cc(OCC(=O)NC3CC3)c12	-4	0	1.8	13	-4	1	-5	15	10	-3
Cc1ccc(F)cc1S(=O)(=O)Nc1cccc(C(=O)N2CCCC(C(N)=O)C2)c1 (configuration not stated)	10	0	0.1	-1	-2	-1	0	-9	4	-5
CCc1ccc(NC(=O)CCn2ccnc2C)cc1	7	2	-0.5	5	15	0	2	9	3	4
N/C(=N\OC(=O)CC1CCCCC1)c1cccc([N+](=O)[O-])c1	2	-4	-2.1	1	1	0	-5	8	7	4
Cn1c(=O)oc2cc(S(=O)(=O)NCc3ccco3)ccc21	-14	-4	0.7	7	-1	4	0	-7	-4	-1
O=C(Cc1ccc([N+](=O)[O-])cc1)Nc1cc(C(F)(F)F)cc(C(F)(F)F)c1	-2	-2	0.3	1	0	1	-9	10	1	-2
O=c1c2cnn(-c3ccc(F)cc3)c2ncn1Cc1ccc(F)cc1	9	-1	0.6	-4	-1	0	4	-3	1	2
COc1ccccc1/C=C/C=N/NC(=O)c1cc(-c2ccc(C)o2)[nH]n1	3	0	-1.1	1	-5	6	-41	0	-21	-38
O=C(Nc1cccc(NC(=O)N2CCN(c3ccccc3)CC2)c1)N1CCN(c2ccccc2)CC1	4	-1	0.6	2	-1	-1	2	-4	7	2
CC(C)NC(=O)Nc1ccc2c(c1)C(=O)N([C@H](C)CO)C[C@H](C)[C@@H](CN(C)S(=O)(=O)c1ccc(F)cc1)O2	5	-2	0.0	-1	2	-1	1	-6	0	5
O=C(Nc1cccc(Cl)c1N1CCOCC1)c1ccc2c(c1)OCCO2	-4	2	0.2	0	3	10	-15	-9	-13	-6
COc1ccc(Cc2nnc(SCC(=O)NCC3CCCO3)o2)cc1 (configuration not stated)	-7	-1	0.5	6	3	-1	-6	-10	-1	-1
COC(=O)Cc1csc(Nc2c(C)n(C)n(-c3ccccc3)c2=O)n1	1	1	-4.5	-4	-2	-1	4	-9	14	0
Cc1ccc(C(=O)Nc2cccc(C(F)(F)F)c2)cc1Nc1ccccn1	1	-3	-0.9	6	2	0	-82	-5	-10	-4
C#CC(CO)N(CCN(Cc1ccccc1)C(C#C)CO)Cc1ccccc1 (configuration not stated)	-9	1	-0.2	5	-1	-1	-3	-2	-2	-3
COc1ccc(S(=O)(=O)N2CCCCCC2)cc1NC(=O)CCNC(=O)c1ccccc1Cl	-2	3	1.4	-2	-2	-1	-3	10	1	-2
CC(=O)NCCc1nc(-c2ccc(Cl)cc2)no1	6	2	-0.3	-3	-1	0	-2	-2	0	7
O=C(NNC(=S)Nc1ccc(F)cc1)c1ccccc1OC(F)F	-5	-1	2.6	2	-1	0	3	0	3	7
COC(=O)c1ccc(N=Cc2c(C(F)(F)F)[nH]n(C)c2=O)cc1	0	-1	1.0	1	2	2	-1	9	4	4
Clc1ccc(-c2nnc3cccc(Cl)n23)c(Cl)c1	8	-1	-1.0	-1	-1	-1	7	-10	-1	2
O=C(NC1CCCCC1)N1CCN(C(=O)c2ccco2)CC1	2	2	2.2	1	0	-1	-7	-15	-5	-5
Cc1cccc(NC(=O)c2nc[nH]c2C(=O)Nc2cc(Br)ccc2F)c1	1	-2	-2.1	-2	-2	-3	-4	5	-1	1
O=S1(=O)c2ccc(Br)cc2OC[C@@H](Cc2ccccc2)N1Cc1cn(Cc2ccco2)nn1	nt	6	nt	-11	-5	-6	nt	-3	0	3
Cc1ccc(NC2=CC(=O)CC(C)(C)C2)cc1C	-5	2	0.6	4	2	2	7	-6	-1	1
c1cn(CCCNc2ncnc3sc4c(c23)CCC4)cn1	0	3	0.6	5	3	4	2	4	2	-11
C/C(=N\NC(=O)C1COc2ccccc2O1)c1cccs1 (configuration not stated)	-2	5	-0.2	-1	1	-3	4	4	3	11
CC(=O)c1ccc(N=Cc2c(O)n(-c3cc(Cl)ccc3N3CCOCC3)c(=O)c3ccccc23)cc1	-3	0	1.2	-4	6	6	-25	-12	0	9
CS(=O)(=O)N(CC(=O)Nc1ccc(S(=O)(=O)N2CCOCC2)cc1)c1ccccc1Cl	1	2	0.1	-11	3	-2	-2	-5	0	0
Cc1ccc(NC(=O)CSCC(=O)Nc2ccc(S(=O)(=O)N3CCCC3)cc2)cc1	6	-3	1.1	-2	-1	0	-7	1	-4	-3
COc1ccc(NC(=O)c2cc(-c3cc(Cl)ccc3C)n[nH]2)cc1OC	-2	-1	0.7	2	4	3	nt	-7	3	-17

Assay outcomes from PubChem.
